Bioassay records as filed in PubChem BioAssay.
human PMI inhibition = inhibitors of human PMI, primary screen, biochemical, fluorescence intensity, coupled assay (AID 1209). Mannose-6-phosphate isomerase (Homo sapiens). purified PMI enzyme, coupled fluorescence intensity; higher % means a stronger effect. inhibition, % at 20 µM, or IC50 in µM where a hit was titrated. 190,000 tested, 0.42% active;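 also: plate controls were DMSO vehicle for no effect and wells lacking substrate for full effect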
WT yeast gro inh = growth inhibition of WT strain, primary screen, mitochondrial fusion inhibitor project, WT and mutant strains, chemical genetic; mitochondrial fusion phenotypic screen; inhibition, % at 10 µM; 190,000 tested, 2.1% active; in the data active = inhibition above about 58%; tested in S. cerevisiae
PhoP inhibition = inhibitors of PhoP regulon expression, primary screen, Salmonella Typhimurium, GFP reporter (AID 1863) | S. Typhimurium PhoP-regulated promoter GFP reporter, 4 h; higher % means a stronger effect | one-dose inhibition, % at 50 µM; IC50 in µM for titrated hits | 300,000 tested, 0.16% active;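 active = inhibition over 29.93%, a cutoff 3 SD above the screen mean, later confirmed by dose response; inconclusive = inhibition over 29.93% but no dose response follow-up; inactive = inhibition at most 29.93% or unconfirmed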;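 also: 0% = low Mg2+ inducing control and 100% = high Mg2+ repressing control; strong numbers were not always called active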
TNAP activation fold = human TNAP enzyme activators, primary screen, biochemical, luminescent, no phosphate acceptor, uHTS (AID 1001) | Alkaline phosphatase, tissue-nonspecific isozyme (Homo sapiens) | purified TNAP, luminescent activation assay, no phosphate acceptor; higher activation fold means a stronger effect | activation fold at 20 µM; hits with a dose series show EC50 in µM | 200,000 tested, 0.03% active; in the data active = activation fold from about 3, or a potency from the dose series; inactive = the rest, 99 in 100 with activation fold below about 1.6; also: many of its hits are not listed in these tables
Siah-1 displacement = Siah-1 peptide-binding antagonists, primary screen, biochemical, fluorescence polarization, rhodamine-plectin, uHTS (AID 1817); E3 ubiquitin-protein ligase SIAH1 (Homo sapiens); Siah-1 / rhodamine-plectin peptide fluorescence polarization; higher % means a stronger effect; displacement, % at 20 µM; hits with a dose series show IC50 in µM; 290,000 tested, 0.02% active;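 active = displacement of at least 50% at 20 µM, with a fluorescence ratio check between 0.3 and a set limit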;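 also: plate controls were Siah plus tracer with DMSO for no effect and tracer alone without Siah for full effect; strong numbers were not always called active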
human PMI inhibitors = human PMI inhibitors, high substrate, primary screen, biochemical, fluorescence intensity, high mannose 6-phosphate (AID 1220); Mannose-6-phosphate isomerase (Homo sapiens); recombinant PMI enzyme, coupled fluorescence intensity; higher % means a stronger effect; inhibition, % at 20 µM, or IC50 in µM where a hit was titrated; 190,000 tested, 0.66% active
XIAP antagonists = XIAP antagonists, biochemical, IAP family, fluorescence polarization (AID 1018). displacement, % at 20 µM; hits with a dose series show IC50 in µM. XIAP BIR domain, fluorescence polarization peptide displacement; higher % means a stronger effect. 200,000 tested, 0.007% active. E3 ubiquitin-protein ligase XIAP (Homo sapiens); in the data active = displacement above about 50%; also: a part of the inactive calls stands beside numbers as strong as those of hits
RSV CPE inhibition = RSV antiviral activity via CPE protection, HEp-2 cells, primary 10 µM value included (AID 2391); HEp-2 cells, RSV-induced CPE inhibition; higher % means a stronger effect; one-dose CPE inhibition, % at 10 µM; IC50 in µM for titrated hits; 310,000 tested, 0.13% active; in the data active = a potency from the dose series; inconclusive = CPE inhibition mostly from about 23% at the one dose, without a potency; inactive = the rest, 99 in 100 with CPE inhibition below about 21%; also: strong numbers were not always called active
Myeloid diff 2 = induction of myeloid progenitor differentiation, primary screen, cell-based, flow cytometry, MLPCN library; ER-HoxA9 myeloid progenitors, lysozyme-GFP differentiation; calls only at 10 µM; 360,000 tested, 1% active;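 active = normalized GFP-positive differentiation at or above the plate's own cutoff, the solvent-only control mean plus 3 SD; inconclusive = no clear call, values can overlap the other calls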;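 also: cells exposed to compound for four days before flow analysis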
WT yeast gro inh mutant strain = further read-out of WT yeast gro inh, marked with its call; inhibition, %; mitochondrial fusion phenotypic screen, mutant strain inhibition
Myeloid diff 2 GFP+ MAC1+ % = recorded beside Myeloid diff 2, whose call it bears; GFP+ MAC1+ double positive, %; measured here: differentiation confirmed by MAC1 staining
Starred values were filed as active, the others as inactive; i = inactive; ? = inconclusive; / = no result given; + = active, no number. Rule as the data show it, unless noted: active = inhibition above about 50%; inactive = the rest. The order is random, and some 3.1% of all compounds hit somewhere here.

SMILES | human PMI inhibition | WT yeast gro inh | WT yeast gro inh mutant strain | PhoP inhibition | TNAP activation fold | Siah-1 displacement | human PMI inhibitors | XIAP antagonists | RSV CPE inhibition | Myeloid diff 2 | Myeloid diff 2 GFP+ MAC1+ %
C=CCNC(=O)COC(=O)c1ccc(Sc2nncn2C)c([N+](=O)[O-])c1 | 3% | 7 | -3 | -2% | 1 | 0% | 6% | -5.1% | 1.0% | i | 0.3
CN(C#N)c1nccc(-c2cccs2)n1 | -9% | -4 | -13 | -2% | 1.2 | 2% | -6% | 0.3% | 58% | i | 0.1
CCOc1ccc(CN(C)C(=O)CNC(=O)C2CCCCC2)cc1 | / | / | / | 5% | / | 2% | / | / | 0.4% | i | 1.2
O=C(CSc1nc(-c2ccncc2)nn1CC(=O)N1CCCCC1)NC1CCCC1 | 0% | -6 | -1 | 13% | 1.1 | 2% | 9% | -6.7% | 1.8% | i | 6.1
O=C1CN(C(=O)COC(=O)c2ccccc2NCc2ccco2)c2ccccc2N1 | 17% | -2 | 9 | -8% | 1.1 | -3% | 11% | -19% | 1.8% | i | 0.3
COc1ccc(OCC(=O)N2c3ccc(C)cc3C3CN(C)CCC32)cc1 (stereo not given) | 0% | -5 | -6 | -2% | 1 | -4% | 2% | -4.3% | -0.7% | i | 0.3
Cc1scc(C(=O)NNC(=S)NC(C)c2ccccc2)c1C (stereo not given) | 4% | 4 | -18 | 3% | 1.1 | -6% | -3% | -2.2% | 9.2% | i | 0.4
CC(NC(=O)C(=O)NCCN1CCN(C(=O)c2ccc([N+](=O)[O-])cc2)CC1)c1ccccc1 (stereo not given) | / | / | / | -7% | / | -3% | / | / | 2.2% | i | 1.1
COc1ccc(C(=O)NCCN2CCOCC2)c(OC)c1 | 5% | 4 | 13 | -5% | 1 | 0% | 15% | -6.4% | 0.2% | i | 0.1
CC1Cc2ccccc2N1S(=O)(=O)c1cccc(C(=O)N2CCN(c3ncccn3)CC2)c1 (stereo not given) | -2% | 19 | 2 | 6% | 1 | 2% | -6% | -4.5% | 1µM* | i | 0.7
CCOC(=O)c1cc2c(=O)n3ccccc3nc2n(C(C)C)c1=NC(=O)c1c(-c2c(F)cccc2Cl)noc1C | 11% | 38 | 20 | 11% | 1.1 | 6% | 2% | 0.3% | 7.0% | + | 2.4*
O=C(Nc1ccc(F)cc1)c1cccnc1N1CCCCC1 | 5% | 8 | 1 | 1% | 1 | -7% | 4% | -9.9% | -1.6% | i | 0.5
Cc1ccc(CSCCNS(C)(=O)=O)cc1 | 11% | -1 | 5 | 26% | 1.1 | 2% | 8% | -3.1% | 2.3% | i | 0.7
CN(CC(=O)Nc1ccc(Cl)c(Cl)c1)Cc1nnc(-c2ccc(F)cc2)o1 | 1% | 20 | 29 | -12% | 1.1 | 7% | -9% | -9.8% | ? | i | 1.2
COc1cccc(CN2CCNC(=O)C2CC(=O)NCCCN2CCCC2=O)c1 (stereo not given) | / | / | / | -5% | / | -2% | / | / | -2.5% | i | 2.7
NS(=O)(=O)c1ccc(NC(=O)COC(=O)C2(c3ccccc3F)CCCC2)cc1 | 10% | -5 | -4 | 3% | 1 | -3% | -5% | -3.7% | 6.6% | i | 0.5
COCCSc1ccccc1C(=O)Nc1ccccc1C(C)C | 16% | 20 | 13 | 3% | 1 | 2% | 11% | 1.1% | 3.0% | i | 0.4
Cc1ccc2c(CN(C)Cc3cccc(F)c3)cc(=O)oc2c1C | / | / | / | 10% | / | 13% | / | / | 21% | i | 0.4
CCN1CCN(c2ccc(NC(=O)c3ccc([N+](=O)[O-])o3)cc2Cl)CC1 | 2% | 9 | 25 | 5% | 1 | 1% | 11% | -6.9% | / | ? | /
CCCn1nnc(NC(=O)c2cc(Br)cc(Br)c2OC)n1 | 5% | -8 | -3 | 3% | 1.1 | -1% | 5% | -8.1% | 2.9% | i | 1.2
COc1cccc(NC(=O)c2cnc[nH]2)c1 | / | / | / | 11% | / | 2% | / | / | 0.4% | i | 0.8
Cc1ccc(CSCC(=O)NCc2ccc3c(c2)OCO3)cc1 | / | / | / | -5% | / | 3% | / | / | 2.6% | i | 1.1
CCOC(=O)C1(Cc2ccccc2C)CCCN(C(=O)CCc2cccnc2)C1 (stereo not given) | 7% | 4 | 2 | 7% | 1.1 | -5% | 2% | -4.4% | 0.5% | i | 0.4
CCC(=O)Nc1nnc(-c2cccs2)s1 | -4% | 0 | 13 | -2% | 1 | 4% | -7% | -5.6% | 1.3% | i | 0.3
CC(Oc1ccc2c(-c3ccccc3)cc(=O)oc2c1)C(=O)NCCCN1CCOCC1 (stereo not given) | / | / | / | -7% | / | 3% | / | / | -0.3% | i | 0.6

Some of the entries above in another layout.
The line under a structure holds: human PMI inhibition | WT yeast gro inh | WT yeast gro inh mutant strain | PhoP inhibition | TNAP activation fold | Siah-1 displacement | human PMI inhibitors | XIAP antagonists | RSV CPE inhibition | Myeloid diff 2 | Myeloid diff 2 GFP+ MAC1+ %
COc1ccc(OCC(=O)N2c3ccc(C)cc3C3CN(C)CCC32)cc1 (stereo not given)
  0% | -5 | -6 | -2% | 1 | -4% | 2% | -4.3% | -0.7% | i | 0.3
Cc1scc(C(=O)NNC(=S)NC(C)c2ccccc2)c1C (stereo not given)
  4% | 4 | -18 | 3% | 1.1 | -6% | -3% | -2.2% | 9.2% | i | 0.4
CC(NC(=O)C(=O)NCCN1CCN(C(=O)c2ccc([N+](=O)[O-])cc2)CC1)c1ccccc1 (stereo not given)
  / | / | / | -7% | / | -3% | / | / | 2.2% | i | 1.1
COc1ccc(C(=O)NCCN2CCOCC2)c(OC)c1
  5% | 4 | 13 | -5% | 1 | 0% | 15% | -6.4% | 0.2% | i | 0.1

Continued:
SMILES | human PMI inhibition | WT yeast gro inh | WT yeast gro inh mutant strain | PhoP inhibition | TNAP activation fold | Siah-1 displacement | human PMI inhibitors | XIAP antagonists | RSV CPE inhibition | Myeloid diff 2 | Myeloid diff 2 GFP+ MAC1+ %
COc1ccccc1NC(=O)c1ccc(NC(=O)CN(C)Cc2ccccc2F)cc1 | 14% | 27 | 4 | 8% | 1.1 | 2% | 15% | -5.6% | -1.6% | i | 0.7
Cc1cccc(N2CCN(C(=O)CCn3c(=O)[nH]c4ccccc4c3=O)CC2)c1C | -7% | 5 | 16 | -10% | 0.9 | -5% | 2% | -4.1% | 9.4% | i | 0.4
Cc1cc(C(=O)NCCc2ccc(Cl)cc2)n(-c2ccccc2)n1 | / | / | / | -16% | / | 13% | / | / | -0.2% | i | 0.8
O=C(Nc1ccc(O)cc1)c1ccc2c(c1)C(=O)N(Cc1ccccc1)C2=O | / | / | / | -8% | / | 4% | / | / | 0.6% | i | 0.5
CCC(=O)Nc1ccc(NC(=S)Nc2ccccc2)cc1 | 3% | -3 | -4 | 1% | 1.4 | 15% | 12% | -0.9% | 0.9% | i | 0.7
C/C(=N\NC(=O)c1ccccc1O)c1ccc(NC(=O)Cc2ccccc2)cc1 | / | / | / | -2% | / | 41% | / | / | 2.7% | i | 1.3
O=C(/C=C/c1ccco1)NC(=S)Nc1nc(-c2ccc3ccccc3c2)cs1 | 1% | 11 | 3 | -17% | 1.1 | 70% | 10% | -4.4% | 0.4% | i | 0.7
CCN1C(=O)N[C@@H](CCc2ccccc2)[C@@H](C(=O)OC)[C@H]1C | / | / | / | -2% | / | 1% | / | / | 1.3% | + | 7.0*
COc1cccc(OC)c1C(=O)NCCN1CCN(C(=O)c2c(OC)cccc2OC)CC1 | 2% | 0 | 4 | 1% | 1.1 | 2% | 0% | -1.1% | 1.5% | i | 0.6
CCCC(=O)Nc1cccc(Oc2ccc3c(c2)C(=O)NC3=O)c1 | / | / | / | 1% | / | 2% | / | / | -0.9% | i | 0.5
CCOc1ccc(CNc2nc3ccccc3n2C)cc1 | / | / | / | 5% | / | -2% | / | / | 1.2% | i | 1.2
N#Cc1ccc(COC(=O)c2cc(=O)c3ccccc3o2)cc1 | -8% | -11 | -13 | 7% | 1.1 | -8% | -6% | -5.6% | 1.0% | i | 0.8
COc1ccc(/C=N/N2CCN(c3ccccc3)CC2)cc1Br | / | / | / | 0% | / | 2% | / | / | 0.0% | i | 0.7
COc1cccc(-n2c(CCn3nc(C)c([N+](=O)[O-])c3C)n[nH]c2=S)c1 | 7% | -5 | -1 | -29% | 1.1 | 6% | -2% | 1.8% | 0.5% | i | 0.2
Cc1ccc(Cn2c(SCC(=O)NCC3CCCO3)nc3c2c(=O)n(C)c(=O)n3C)cc1 (stereo not given) | 13% | -29 | 11 | 3% | 1 | -2% | 12% | -21% | 0.1% | i | 1.1
Cc1cc(C(=O)CN2C(=O)C3CC=CCC3C2=O)c(C)n1-c1ccccc1 (stereo not given) | -6% | 4 | 18 | 5% | 0.8 | 1% | -3% | -3.9% | 1.5% | i | 0.8
CCS(=O)(=O)N1CCC(C(=O)NCc2cc(OC)ccc2OC)CC1 | -8% | 17 | 14 | -6% | 1.1 | 0% | -8% | -21% | 0.6% | i | 5.2
CCCC(CCC)C(=O)Nc1c[nH]c(=O)[nH]c1=O | -19% | -5 | 17 | -6% | 0.8 | -3% | -15% | -2.9% | 7.5% | i | 2.2
CCOC(=O)NC(=S)Nc1cccc(NC(=S)NC(=O)OCC)c1 | 4% | 8 | 12 | -12% | 1.1 | 2% | 2% | -5.7% | 0.2% | i | 0.0
O=C(NCc1ccncc1)C(=O)NCC(c1ccco1)N1CCN(c2ccccc2)CC1 (stereo not given) | -5% | 13 | 16 | 1% | 1.2 | 8% | -2% | -2.8% | 1.4% | i | 0.5
CC(NS(C)(=O)=O)C(c1cccs1)N1CCN(c2ccccc2)CC1 (stereo not given) | -1% | 1 | 9 | -6% | 1.1 | 3% | 1% | -8.2% | 1.8% | i | 2.8
S=c1[nH]nc(-c2ccco2)n1-c1ccc(Cl)cc1 | 0% | 12 | 5 | / | 1 | 5% | 0% | -0.2% | 1.5% | i | 0.3
Cc1ccc2[nH]c3c(NCCCN4CCCC4=O)ncnc3c2c1 | 6% | -5 | 4 | 14% | 1.1 | -3% | 4% | -7.1% | 1.4% | i | 0.7

Two records drawn at random from those above, as already listed:
SMILES | human PMI inhibition | WT yeast gro inh | WT yeast gro inh mutant strain | PhoP inhibition | TNAP activation fold | Siah-1 displacement | human PMI inhibitors | XIAP antagonists | RSV CPE inhibition | Myeloid diff 2 | Myeloid diff 2 GFP+ MAC1+ %
O=C(NCc1ccncc1)C(=O)NCC(c1ccco1)N1CCN(c2ccccc2)CC1 (stereo not given) | -5% | 13 | 16 | 1% | 1.2 | 8% | -2% | -2.8% | 1.4% | i | 0.5
N#Cc1ccc(COC(=O)c2cc(=O)c3ccccc3o2)cc1 | -8% | -11 | -13 | 7% | 1.1 | -8% | -6% | -5.6% | 1.0% | i | 0.8
